High-throughput results as filed in PubChem BioAssay.
Dynein cargo inh = blocks dynein driven cargo transport along microtubules. 3617.4 mouse cells, GR-EGFP nuclear translocation imaging; test concentration mostly 20 µM; stimulated with dexamethasone, 1 µM; hits give low values. AID 1381. z-score, hits read low. 220,000 tested, 0.47% active;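 active = plate z-score of nuclear minus cytoplasmic receptor signal below a set negative limit, without overly bright fluorescence or cell loss, cut at about -3.5 in these data, passing the limit was not always enough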;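 also: z-score of nuclear minus cytoplasmic ring GR-EGFP intensity difference per well; some compounds called inactive have numbers as strong as hits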
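Also added – dexamethasone, 1.0 µM final · Buffer or medium – tet-free, stripped-serum medium · Schedule – induction 48 h, compound 1 h, agonist 30 min · Detection – formaldehyde fixation, Hoechst nuclear stain, 10x automated fluorescence imaging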
MT stabilize HCS = microtubule stabilization, imaging screen | 200,000 tested, 0.83% active | HeLa tubulin immunostaining HCS, 24 h; share of cells brighter than vehicle mean+2SD | % tubulin-high responders, % at 10 µM;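 active = plate Z-score above 3 for both tubulin-high and condensed-nucleus cell shares, with cell loss under 80%, at 10 µM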;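 also: anti alpha tubulin signal scored within the nucleus-defined area of each cell; some results filed as inactive read as strong as hits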
human PMI inhibition = inhibitors of human PMI, primary screen, biochemical, fluorescence intensity, coupled assay (AID 1209); one-dose inhibition, % at 20 µM; IC50 in µM for titrated hits; purified PMI enzyme, coupled fluorescence intensity; higher % means a stronger effect; 190,000 tested, 0.42% active;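 also: plate controls were DMSO vehicle for no effect and wells lacking substrate for full effect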
Ins promoter up = MIN6 insulin promoter up-regulation. MIN6 insulin promoter-GFP reporter, high-content imaging; hits give high values. z-score at 5 µM. 190,000 tested, 0.3% active. AID 1625;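 active = z-score above 3 at 5 µM with at least 500 cells counted in the well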
WT yeast gro inh = growth inhibition of WT yeast, mitochondrial fusion screen; mitochondrial fusion phenotypic screen, WT strain; inhibition, % at 10 µM; 190,000 tested, 2.1% active; in the data active = inhibition above about 58%; tested in S. cerevisiae
b-catenin transl = beta-catenin nuclear translocation modulation; 190,000 tested, 0.3% active; nuclear translocation activity, % at 5 µM; HeLa beta-catenin nuclear translocation, immunofluorescence imaging;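 active = nuclear translocation activity above 50% at 5 µM, with a well cell count of 50 or more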;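 also: per-cell ratio of nuclear to cytoplasmic median beta-catenin stain intensity; plate controls were DMSO negative control for no effect and GSK-3 inhibitor IX positive control for full effect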
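Signal – beta-catenin immunofluorescence imaging with DAPI · Test system – human HeLa cell line · Dosing – 5 µM primary single dose, 0.1% DMSO, 0.02–20 µM confirmation series · Measure – % activation, nuclear-to-cytoplasmic median beta-catenin signal ratio per cell · Incubation – 24 h compound exposure at 37°C, 5% CO2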
PMI inhibition = human PMI inhibitors, high substrate, primary screen, biochemical, fluorescence intensity, high mannose 6-phosphate (AID 1220); inhibition, % at 20 µM, or IC50 in µM where a hit was titrated; 190,000 tested, 0.66% active; recombinant PMI enzyme, coupled fluorescence intensity; higher % means a stronger effect
Yfh1-off respiration = enhancers of respiration in Yfh1-depleted yeast, dose response, Friedreich's ataxia, plus single-dose screen (AID 1465) | fold induction at 50 µM; hits with a dose series show EC50 in µM | S. cerevisiae Yfh1-off respiration, WST-1 reduction, 72 h; higher fold induction means a stronger effect | 220,000 tested, 0.074% active;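 active = fold induction of absorbance versus untreated yeast above a set limit, then at least 30% activation at any dose in follow-up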;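 also: activators that raise dye reduction in frataxin-depleted yeast; strong numbers were not always called active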
Autophagy mod = autophagy modulation, high-content screen | calls only at 10 µM (by protocol) | MEF GFP-LC3 puncta imaging; test concentration mostly 10 µM | 190,000 tested, 0.98% active;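 active = percentage of spot-positive cells more than 3 SD above its plate mean, without a fluorescence outlier flag or 80% toxicity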;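 also: spot-positive cell cutoff set from DMSO-treated cells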
WT yeast gro inh mutant strain = recorded beside WT yeast gro inh, whose call it bears; inhibition, %; mitochondrial fusion phenotypic screen, mutant strain inhibition
Dynein cargo inh cytoplasmic EGFP = further read-out of Dynein cargo inh, marked with its call; z-score; measured here: cytoplasmic GR-EGFP intensity; hits give high values
Dynein cargo inh nuclear GR-EGFP = further read-out of Dynein cargo inh, marked with its call; z-score; measured here: nuclear GR-EGFP intensity;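 lower value marks the stronger effect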
Dynein cargo inh cell count = second read-out of Dynein cargo inh, no call of its own (marks repeat the call); z-score; measured here: cell count per field
Ins promoter up cell count = recorded beside Ins promoter up, whose call it bears; cell count; measured here: cytotoxicity, nuclei count;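 total cells summed across four imaged fields per well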
b-catenin transl cell count 5 µM = second read-out of b-catenin transl, no call of its own (marks repeat the call); cell count; measured here: cell count, cytotoxicity flag
MT stabilize HCS Hoechst-high % = also measured in MT stabilize HCS; calls as there; % Hoechst-high responders; measured here: nuclear condensation Hoechst responders;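 share of cells brighter than vehicle mean plus two SD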
MT stabilize HCS cytotoxicity % = also measured in MT stabilize HCS; calls as there; toxicity, %; measured here: cytotoxicity by cell density;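 0% = mean cell density of plate MIN control wells and 100% = no cells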
Autophagy mod cell loss 18 h = recorded beside Autophagy mod, whose call it bears; toxicity, %; measured here: cell loss, nuclei count;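 cell loss after 18 h compound exposure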
* = called active by the depositor; i = inactive; nt = not tested or not shown. Rule as the data show it, unless noted: active = inhibition above about 50%; inactive = the rest.

SMILES	Ins promoter up cell count	Autophagy mod cell loss 18 h	Dynein cargo inh nuclear GR-EGFP	WT yeast gro inh	MT stabilize HCS cytotoxicity %	b-catenin transl cell count 5 µM	human PMI inhibition	MT stabilize HCS	Ins promoter up	Yfh1-off respiration	Dynein cargo inh	Dynein cargo inh cytoplasmic EGFP	b-catenin transl	MT stabilize HCS Hoechst-high %	WT yeast gro inh mutant strain	Dynein cargo inh cell count	PMI inhibition	Autophagy mod
CCN(CC)c1ccc(/C=N/O)cc1	1121	-5	0.081	-17	12	1055	4%	6.2	-0.68	i	-0.63	-0.33	-1.9	2.0	12	1.1	21%	i
Cc1cc(=O)[nH]c(SCCCOc2ccc3c(c2)CCC3)n1	864	8	-0.51	-15	0.9	nt	11%	0.9	0.2	i	-1.1	-0.4	nt	1.4	-14	1.2	10%	i
CCN1C(=O)C(CC(=O)Nc2ccc(OC)cc2)N(CCCN2CCN(c3ccc(OC)cc3)CC2)C1=S (stereo unspecified)	1138	-1	0.48	-6	9.8	nt	8%	3.3	-1.3	i	0.62	-0.31	nt	1.4	31	-0.15	12%	i
COCCCNC(=O)C1CCN(S(=O)(=O)N(CC(C)C)CC(C)C)CC1	1689	5	-0.041	19	10	1371	-8%	2.1	-0.14	i	-0.25	0.12	-1.8	2.1	4	0.71	-4%	i
COC(=O)CC[C@@H](C(=O)O)N1C(=O)c2ccccc2C1=O	944	12	0.00032	4	7.7	nt	-5%	2.2	0.24	i	-0.47	-0.21	nt	2.4	-12	0.045	-7%	i
CCCCCCCCOC(=O)c1c(CSC(=N)N)n(C)c2cc(Br)c(OC(C)=O)cc12	961	nt	0.51	nt	nt	1284	nt	nt	-0.15	i	0.65	-0.13	0.5	nt	nt	-0.29	nt	nt
O=S(=O)(c1ccc(F)cc1)N(CCO)CC(O)Cn1c2ccccc2c2ccccc21 (stereo unspecified)	1134	-4	0.34	27	5.0	1009	10%	3.2	-0.02	i	0.0031	-0.21	0.3	1.3	11	-1.3	3%	i
CC1CCN(CCC(=O)Nc2nccs2)CC1	1064	nt	-0.014	nt	nt	1283	nt	nt	0.59	i	-0.66	-0.2	2.1	nt	nt	1.1	nt	nt

4 entries from above, set out differently.
Results follow in this order: Ins promoter up cell count, Autophagy mod cell loss 18 h, Dynein cargo inh nuclear GR-EGFP, WT yeast gro inh, MT stabilize HCS cytotoxicity %, b-catenin transl cell count 5 µM, human PMI inhibition, MT stabilize HCS, Ins promoter up, Yfh1-off respiration, Dynein cargo inh, Dynein cargo inh cytoplasmic EGFP, b-catenin transl, MT stabilize HCS Hoechst-high %, WT yeast gro inh mutant strain, Dynein cargo inh cell count, PMI inhibition, Autophagy mod
CCN(CC)c1ccc(/C=N/O)cc1
 : 1121, -5, 0.081, -17, 12, 1055, 4%, 6.2, -0.68, i, -0.63, -0.33, -1.9, 2.0, 12, 1.1, 21%, i
Cc1cc(=O)[nH]c(SCCCOc2ccc3c(c2)CCC3)n1
 : 864, 8, -0.51, -15, 0.9, nt, 11%, 0.9, 0.2, i, -1.1, -0.4, nt, 1.4, -14, 1.2, 10%, i
CCN1C(=O)C(CC(=O)Nc2ccc(OC)cc2)N(CCCN2CCN(c3ccc(OC)cc3)CC2)C1=S (stereo unspecified)
 : 1138, -1, 0.48, -6, 9.8, nt, 8%, 3.3, -1.3, i, 0.62, -0.31, nt, 1.4, 31, -0.15, 12%, i
COCCCNC(=O)C1CCN(S(=O)(=O)N(CC(C)C)CC(C)C)CC1
 : 1689, 5, -0.041, 19, 10, 1371, -8%, 2.1, -0.14, i, -0.25, 0.12, -1.8, 2.1, 4, 0.71, -4%, i

Next entries.
SMILES	Ins promoter up cell count	Autophagy mod cell loss 18 h	Dynein cargo inh nuclear GR-EGFP	WT yeast gro inh	MT stabilize HCS cytotoxicity %	b-catenin transl cell count 5 µM	human PMI inhibition	MT stabilize HCS	Ins promoter up	Yfh1-off respiration	Dynein cargo inh	Dynein cargo inh cytoplasmic EGFP	b-catenin transl	MT stabilize HCS Hoechst-high %	WT yeast gro inh mutant strain	Dynein cargo inh cell count	PMI inhibition	Autophagy mod
Cc1ccc2c(c1)C(=O)CC1(CCCCCC1)O2	830	nt	0.14	nt	nt	1342	nt	nt	0.39	i	-0.027	-0.76	1.3	nt	nt	-0.38	nt	nt
Cc1cc(C)cc(NC(=O)c2ccccc2NC(=O)CCC(=O)O)c1	1040	-3	-0.38	-13	4.7	nt	-8%	1.8	-0.9	i	-0.52	-0.24	nt	3.3	-8	0.9	-1%	i
CCOC(=O)Cc1csc(NC(=O)CSc2nc(-c3ccccc3)c(C#N)c(=O)[nH]2)n1	1588	5	0.091	-9	6.0	1025	-2%	2.0	-0.37	i	0.47	-0.26	-3.7	2.2	-6	-0.66	8%	i
CS(=O)(=O)NC1c2cccc3cccc(c23)C1Sc1nncn1/N=C/c1ccco1 (stereo unspecified)	1155	13	-0.1	-7	6.1	818	4%	5.5	0.02	i	-0.8	-0.33	-2.0	2.6	13	0.65	8%	i
COCCN1C(=O)C(CC(=O)Nc2ccc(C(C)=O)cc2)SC1=Nc1ccccc1 (stereo unspecified)	855	-17	0.029	-7	2.1	912	-3%	1.6	-0.91	i	0.11	-0.2	-5.0	1.9	-18	0.18	4%	i
CC(=O)Nc1cccc(NC(=O)CSc2ccc(-c3ccccn3)nn2)c1	1143	6	-0.56	9	1.2	1106	-9%	1.4	-0.89	i	-1	-0.2	0.0	1.9	1	0.71	-16%	i
O=C(NCCN1CCOCC1)C1CCC(=O)N1Cc1ccc(F)cc1 (stereo unspecified)	880	2	0.03	-14	7.1	nt	3%	0.8	0.25	i	0.28	-0.12	nt	2.0	8	0.026	3%	i
COc1ccc(Cl)cc1C(=O)Nc1ccc(N(C)C(C)=O)cc1	nt	4	0.4	2	10	963	7%	1.1	nt	i	0.65	0.066	-12	1.6	-12	0.026	5%	i
O=C1/C(=C/c2ccc([N+](=O)[O-])cc2)C=C(c2ccccc2)N1c1ccc(O)cc1	672	2	-0.54	51	8.8	1163	21%	2.5	0.2	i	-1.1	-0.19	4.4	1.5	19	1.3	17%	i
O=C1OCC2=C1C(c1ccc(F)cc1)CC(=O)N2c1ccccc1 (stereo unspecified)	1105	-22	-0.12	6	7.7	1109	-4%	2.4	0.05	i	-0.32	-0.23	3.3	2.7	9	0.47	-1%	i
COc1ccc(CC2(CO)CCN(Cc3ccc4c(c3)CCO4)CC2)cc1	1361	22	-0.32	-8	6.6	1050	3%	1.4	0.11	i	-0.64	-0.3	4.2	1.4	15	0.79	-1%	i
COCCNC(=O)C(c1c[nH]c2ccccc12)N(C(=O)c1snc(C(N)=O)c1N)c1cccc(OC)c1 (stereo unspecified)	1343	15	-0.17	12	6.9	1106	6%	4.0	-1.2	i	0.34	-0.26	-0.9	2.0	26	0.71	-2%	i
Cc1nc(-c2ccccc2)cc(=O)[nH]1	1509	2	-0.057	-4	6.6	703	-15%	4.0	0.39	i	-0.64	-0.2	-3.3	2.3	-8	0.15	-10%	i
CCN1CCN(C(=S)Nc2ccc3nc(N4CCN(C)CC4)cc(C)c3c2)CC1	1325	-5	-0.3	-5	5.7	931	20%	2.5	-0.12	i	-0.082	-0.31	-1.5	2.3	-7	0.35	22%	i
COC(=O)c1ccc(S(=O)(=O)NNC(=O)c2ccc(S(=O)(=O)N3CCCCC3)cc2)cc1	2315	-9	-0.48	-2	4.9	952	13%	4.7	0	i	-0.21	-0.25	-0.4	2.8	-6	0.62	12%	i
Cn1nccc1C(=O)Nc1ccc(OC(=O)c2ccnn2C)cc1	951	1	-0.037	11	3.2	1214	-1%	1.4	-0.4	i	-0.69	-0.28	1.4	1.0	7	0.009	3%	i
Cc1ccc(-c2nnc(Nc3ccccc3)o2)cc1	1669	-2	0.1	7	10	1395	4%	4.0	-0.52	i	0.36	-0.24	0.6	2.7	19	-0.69	4%	i
Cc1ccc(C)c(C(=O)COC(=O)c2cc([N+](=O)[O-])ccc2NCCO)c1	1278	0	0.18	60*	6.7	1129	13%	3.1	-0.72	i	0.33	-0.12	-1.0	3.0	1.9*	-0.49	1%	i
CC1(C)CC(Nc2ccc(C(F)(F)F)cc2[N+](=O)[O-])CC(C)(C)N1	1340	1	0.73	-6	6.3	1471	-5%	3.3	0.08	i	0.99	-0.23	1.0	3.8	8	-0.5	-4%	i
COC(=O)CCc1c(C)c(C#N)c2nc3ccccc3n2c1N1CCCC1	1857	-4	0.57	-11	15	1052	11%	1.9	-0.23	i	-0.2	-0.21	-0.3	2.1	1	0.29	10%	i
COC(=O)CSc1nnc(CSc2nc(C)cc(C)n2)n1Cc1ccco1	1227	0	0.94	-1	0.8	987	9%	0.8	-0.64	i	1.5	-0.2	1.5	1.9	7	-1.5	-5%	i
COc1cc(NC(=O)c2cccnc2Sc2ccc(C)c(C)c2)cc(OC)c1OC	1375	31	-0.053	-2	9.4	1050	11%	5.8	-1	i	0.094	-0.18	-0.5	1.7	-3	0.88	7%	i
